# Efflux pump mplx – antifungal efflux pump inhibition, Nile Red retention; S. cerevisiae Candida pump triplex; inhibition, % at 10 µM; actives 0.44% (n = 330,000); AID 485275;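 active means plate passing quality check with inhibition over a set limit, or well fluorescence over plate mean plus 4 SD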;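 further: Nile Red retained in pooled yeast measured as flow cytometry median fluorescence; 0% = buffer negative control and 100% = Enniatin B positive control; higher means more Nile Red kept so more efflux inhibition; some compounds called inactive have numbers as strong as hits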
# MCL1 BIM primary – disrupts human MCL1 binding to BIM-BH3 peptide; inhibition, % at 10.9 µM; actives 0.68% (n = 320,000); Q07820; GST-MCL1 / FITC-Bim-BH3 fluorescence polarization; AID 2057;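 active means inhibition above the mean inhibition of all tested compounds plus 3 SD, set per campaign, cut at about 40% in these data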;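 further: 0% = DMSO wells and 100% = unlabeled Bim-BH3 peptide control; higher means more loss of mP so more displacement of Bim peptide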
# Target sequence (Q07820 whole entry, looked up): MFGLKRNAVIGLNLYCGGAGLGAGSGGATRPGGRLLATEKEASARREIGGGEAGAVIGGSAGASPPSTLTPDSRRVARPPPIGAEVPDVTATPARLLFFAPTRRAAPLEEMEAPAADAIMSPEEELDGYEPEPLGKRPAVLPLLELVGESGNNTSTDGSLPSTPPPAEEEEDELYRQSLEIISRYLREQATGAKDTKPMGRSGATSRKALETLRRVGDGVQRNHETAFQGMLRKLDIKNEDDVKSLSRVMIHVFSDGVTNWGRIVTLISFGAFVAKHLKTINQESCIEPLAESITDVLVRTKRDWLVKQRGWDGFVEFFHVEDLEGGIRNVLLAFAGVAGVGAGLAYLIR
# ZTA counter – blocks Epstein-Barr virus ZTA, an EBNA-1 counter-screen | ZTA-DNA binding, fluorescence polarization | inhibition, % at 11 µM | actives 0.15% (n = 320,000); in the data active means inhibition above about 33%
# EBNA-1 inh – blocks EBNA-1 binding to DNA; AID 1950; inhibition, % at 14.8 µM; actives 0.34% (n = 300,000); EBNA-1 DNA binding, fluorescence polarization; in the data active means inhibition above about 28%
# MEX-5 binding – C. elegans MEX-5 TCR-2 RNA binding activity. actives 0.38% (n = 300,000). MEX-5/FITC-TCR2 RNA binding, fluorescence polarization; hits give low values. AID 1832. activity score (negative = inhibition of binding), % at 10 µM. Q9XUB2;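 active means inhibition past about -25% in most replicates, and total fluorescence under double the plate's negative control median, limit read from the data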;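 further: 0% = DMSO and -100% = 5 µM competing unlabeled TCR2 RNA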
# Target sequence (Q9XUB2 whole entry, looked up): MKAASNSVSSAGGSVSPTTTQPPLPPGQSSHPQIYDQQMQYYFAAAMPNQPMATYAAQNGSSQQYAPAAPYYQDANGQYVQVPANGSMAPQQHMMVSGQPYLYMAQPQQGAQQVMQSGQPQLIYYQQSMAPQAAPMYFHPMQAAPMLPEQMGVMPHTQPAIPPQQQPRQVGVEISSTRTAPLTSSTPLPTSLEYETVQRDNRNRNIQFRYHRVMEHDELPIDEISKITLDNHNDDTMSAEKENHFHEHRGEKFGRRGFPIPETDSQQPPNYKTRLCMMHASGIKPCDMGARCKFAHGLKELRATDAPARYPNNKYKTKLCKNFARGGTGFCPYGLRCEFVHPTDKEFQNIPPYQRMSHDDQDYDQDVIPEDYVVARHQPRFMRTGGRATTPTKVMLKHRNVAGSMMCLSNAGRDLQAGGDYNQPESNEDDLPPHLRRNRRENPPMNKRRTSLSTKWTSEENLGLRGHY
# GLD-1 TGE inh – GLD-1-TGE RNA interaction inhibition (C. elegans); actives 0.44% (n = 320,000); purified GLD-1 + fluorescein TGE RNA, fluorescence polarization; inhibition, % at 5.96 µM;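 active means percent inhibition above a per-plate cutoff, the plate mean of test compounds plus 3 SD, cut at about 30% in these data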;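 further: 0% = DMSO wells with GLD-1 and probe and 100% = wells lacking GLD-1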
# Fam108B inh – Fam108B inhibition, counter-screen for RBBP9 inhibitors; recombinant Fam108B, FP-Rh probe fluorescence polarization; inhibition, % at 9.51 µM; actives 0.33% (n = 300,000); AID 1947;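 active means inhibition above the screen mean inhibition plus 3 SD, computed separately per campaign, cut at about 18% in these data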;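 further: inhibitors lower polarization as less probe binds the enzyme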
# Bcl-xL primary – inhibitors of human Bcl-xL; Q07817; GST-Bcl-xL / FITC-Bim BH3 peptide fluorescence polarization; inhibition, % at 10.9 µM; actives 0.7% (n = 320,000);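 active means inhibition above the mean of all tested compounds plus 3 SD, cutoff set per campaign, cut at about 30% in these data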;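 further: 0% = DMSO wells and 100% = unlabeled Bim-BH3 peptide competitor; inhibitors lower millipolarization by displacing the labeled peptide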
# Target sequence (Q07817 whole entry, looked up): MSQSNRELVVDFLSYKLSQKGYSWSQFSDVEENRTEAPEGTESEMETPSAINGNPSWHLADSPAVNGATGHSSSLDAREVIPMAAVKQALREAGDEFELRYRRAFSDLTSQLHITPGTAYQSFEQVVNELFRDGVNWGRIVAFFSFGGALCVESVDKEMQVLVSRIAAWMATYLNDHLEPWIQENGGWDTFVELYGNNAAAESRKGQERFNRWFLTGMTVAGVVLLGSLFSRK
# CR mimetic SO – lowers age-related superoxide in aged yeast cells; S. cerevisiae aged cells, superoxide DHE fluorescence; hits give low values; superoxide response (% of plate mean), % at 10 µM; actives 0.18% (n = 330,000);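 active means superoxide response under a set limit, about three screen SD below normal, cut at about 65% in these data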;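 further: yeast aged for seven days with compound at 30 °C before DHE staining; 100% = average MFI of all compound-treated wells on the plate with controls excluded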
# * = called active by the depositor; nt = not tested or not shown; & = joins results of further samples.
SMILES,Efflux pump mplx,MCL1 BIM primary,ZTA counter,EBNA-1 inh,MEX-5 binding,GLD-1 TGE inh,Fam108B inh,Bcl-xL primary,CR mimetic SO
CCCCCSc1nnc2c(n1)OC(C)N(C(C)=O)c1ccccc1-2 (centres undefined),0.0,0,15,1,-3.5,3,5,5,126
CC(NC(=O)Nc1ccccn1)N1C(=O)C2C3C=CC(C3)C2C1=O (centres undefined),0.0,5,-9,-7,-0.5,1,6,7,100
CCCOC(=O)c1ccc(Oc2cn[nH]c2-c2ccc(OC)cc2O)cc1,0.0,6,8,-21,3.0,7,-1,2,95
COc1cccc(CN2CCC(C(=O)N3CCN(Cc4ccc5c(c4)OCO5)CC3)CC2)c1OC,-0.1,-1,2,8,-1.7,0,-1,2,94
COc1ccc(NS(=O)(=O)c2cc(Br)cc3c2N(C(C)=O)CC3)cc1,0.1,-1,-3,2,-1.0,3,0,0,105
O=C(COC(=O)C1(c2ccccc2F)CCCC1)NC1CCS(=O)(=O)C1 (centres undefined),0.0,-5,-7,3,0.4,-6,7,-1,105
O=C(c1ccccc1)c1cccn1CC(=O)N1CCc2ccccc2C1,-0.1,8,-27,3,0.7,4,-4,9,86
CN(C)C=NC1=NN(c2cccc(C(F)(F)F)c2)CC1,0.0,-5,6,-5,0.4,-3,5,7,102
Cc1nnc(SCc2c(Cl)cccc2[N+](=O)[O-])s1,0.5,3,-7,-12,-1.6,-2,0,3,85
COc1ccc(/C=N/NC(=O)CC(=O)NC2CCCCC2)cc1,0.0,1,-4,6,0.7,-1,-1,6,103
COc1ccc(NS(=O)(=O)c2ccc(S(=O)(=O)N3CCOCC3)cc2)cc1,-0.1,0,-4,5,-3.5,4,4,1,84
Cc1cccc(-c2nc(N)nc(N)n2)c1,0.1,6,6,1,-1.6,1,0,8,115
COc1ccc2c(c1)CCc1sc(NC(=O)c3ccc(C)cc3)nc1-2,0.0,-15,-2,13,1.9,6,3,-10,109
CCCC(=O)N1CCN(c2nc3ccc(CC)cc3s2)CC1,0.1,5,-11,2,3.6,6,1,5,93
CCOC(=O)c1cnn(C)c1NC(=O)c1ccc(Cl)cc1Cl,0.1,-6,1,-17,1.6,-5,4,3,126
CCN1C(=NCc2ccccc2)N[C@@H](c2ccccc2)[C@H](C(=O)OC)[C@H]1C,-0.1,-23,1,0,-0.7,4,6,-12,96
COC1=C(OC)c2ccccc2C(C(=O)O)N/C1=C(/C)Nc1ccncc1 (centres undefined),-0.1,0,8,7,5.3,0,7,4,100
O=C(NCc1ccccn1)C1CC(c2ccc(Cl)c(Cl)c2)=NO1 (centres undefined),0.0,-2,-2,-1,-1.5,2,1,-3,107
Cn1c(N)c(C(=O)COC(=O)/C=C/c2ccc(OC(F)F)cc2)c(=O)n(C)c1=O,-0.1,-4,4,0,-2.3,0,1,0,97
O=C1NC(=Nc2ccc3ccccc3c2)S/C1=C/c1ccco1,0.3,13,2,9,-1.0,-3,11,7,123
O=C(Nc1ccccc1C(=O)O)c1ccc(NC(=O)C2CC2)cc1,1.7,3,-12,3,1.0,6,-2,11,106
Cc1occc1C(=O)N/N=C/c1c(O)ccc2ccccc12,0.0,-1,0,-8,-4.3,-6,2,-1,103
O=[N+]([O-])c1cc(C(F)(F)F)cc([N+](=O)[O-])c1N1CCN(S(=O)(=O)c2ccccc2)CC1,-0.1,8,9,0,2.5,6,3,0,103
O=C1/C(=C\c2ccc([N+](=O)[O-])cc2)CCc2ccccc21,-0.3,16,12,1,-2.6,-7,1,7,81
CC(C)C(=O)NCCc1c[nH]c2ccccc12,-0.4,-4,2,-3,-0.1,2,-1,-1,92

# Looked up by structure from the list above, six records:
SMILES,Efflux pump mplx,MCL1 BIM primary,ZTA counter,EBNA-1 inh,MEX-5 binding,GLD-1 TGE inh,Fam108B inh,Bcl-xL primary,CR mimetic SO
O=C(COC(=O)C1(c2ccccc2F)CCCC1)NC1CCS(=O)(=O)C1 (centres undefined),0.0,-5,-7,3,0.4,-6,7,-1,105
COC1=C(OC)c2ccccc2C(C(=O)O)N/C1=C(/C)Nc1ccncc1 (centres undefined),-0.1,0,8,7,5.3,0,7,4,100
COc1ccc2c(c1)CCc1sc(NC(=O)c3ccc(C)cc3)nc1-2,0.0,-15,-2,13,1.9,6,3,-10,109
O=C(Nc1ccccc1C(=O)O)c1ccc(NC(=O)C2CC2)cc1,1.7,3,-12,3,1.0,6,-2,11,106
COc1ccc(NS(=O)(=O)c2cc(Br)cc3c2N(C(C)=O)CC3)cc1,0.1,-1,-3,2,-1.0,3,0,0,105
CCOC(=O)c1cnn(C)c1NC(=O)c1ccc(Cl)cc1Cl,0.1,-6,1,-17,1.6,-5,4,3,126

# (continued)
SMILES,Efflux pump mplx,MCL1 BIM primary,ZTA counter,EBNA-1 inh,MEX-5 binding,GLD-1 TGE inh,Fam108B inh,Bcl-xL primary,CR mimetic SO
CCOc1ccc(C(C)=O)cc1N1C(=O)C2C3C=CC(O3)C2C1=O (centres undefined),0.2,-3,-6,-6,-1.9,2,7,9,85
O=C(NS(=O)(=O)c1ccc(NC(=O)C2CCCO2)cc1)c1ccccc1 (centres undefined),0.2,6,0,-2,-0.1,6,-3,4,145
O=C(Nc1ccc([N+](=O)[O-])cc1)Nc1cnccn1,-0.1,-1,2,2,-0.4,1,0,-6,88
COc1ccc(CCC(=O)c2ccc(OC)cc2)cc1,0.3,-3,1,4,0.5,5,2,7,105
Cc1sc2nc(CSC(C)C(=O)N3CCOCC3)[nH]c(=O)c2c1C (centres undefined),0.5,6,9,-9,-1.8,4,4,3,83
CC(C)(C)[C@H]1CCC(=O)N([C@H](CC#N)Cc2ccccc2)CC1,0.0,2,18,5,2.5,5,0,3,95
CC(=O)c1c(C)[nH]c(C(=O)CSc2nnc(C3CCCCC3)n2N)c1C,0.1,-7,2,-7,0.5,0,5,-4,126
Cc1cccn2c(=O)c3cc(C#N)c(=NC(=O)c4ccncc4)n(CCCOC(C)C)c3nc12,0.1,87*,11,-13,32,44*,2,73*,117
Cc1nc2ccc(NS(=O)(=O)c3ccc4c(c3)OCCO4)cc2s1,0.0,7,-6,3,-3.2,3,1,4,94
CCOc1ccc(CC(=O)OCc2cc(=O)n3cc(Br)ccc3n2)cc1,0.0,5,-6,2,nt,3,3,1,95
O=C(Nc1ccc(Cl)c(Cl)c1)OCCNC(=O)c1ccncc1,0.1,-7,-2,9,-0.1,4,-3,4,99
COC(=O)c1ccccc1NC(=O)c1cccc(COc2ccccc2Cl)c1,0.1,1,12,0,0.8,1,-11,2,108
N#C/C(=C\c1ccc(N2CCOCC2)c([N+](=O)[O-])c1)c1nc2ccccc2[nH]1,-0.2,-1,-4,4,1.2,4,11,1,108
Cc1ccc(S(=O)(=O)n2c(C)nc3cc(C)ccc32)cc1,-0.1,1,-12,5,3.5,3,4,7,104
COc1cc2c3c(c1)-c1c(sn(-c4cc(OC)ccc4OC)c1=S)C(C)(C)N3C(=O)C2=O,0.1,5,-10,3,-1.3,1,8,5,88
COCCNC(=O)Cn1cc(C(=S)N2CCCCC2)c2ccccc21,0.1,3,-14,-5,-1.1,-1,3,6,93
COc1ccc(CNC(=O)CSc2nc3c(oc4ccccc43)c(=O)n2CC2CCCO2)cc1 (centres undefined),-0.1,2,3,-1,-1.7,5,2,2,92
O=C(O)c1ccc(NC(=O)C2CC=CCC2C(=O)O)cc1 (centres undefined),-0.1,0,-7,2,0.5,12,2,4,95
COC(=O)c1scc(C)c1NS(=O)(=O)c1ccc(NC(C)=O)cc1,0.0,-1,2,8,2.6,2,0,2,90
O=C(c1ccccc1)N1CCN=C1SCc1ccc([N+](=O)[O-])cc1,0.1,2,5,9,-0.2,0,1,5,99
CCC(C)NC(=O)CCSc1ccc(C)cc1 (centres undefined),-0.1,3,8,10,2.4,7,-1,7,93
COc1ccc(CCN2C(=O)NC(NS(=O)(=O)c3ccc(Cl)cc3)(C(F)(F)F)C2=O)cc1OC (centres undefined),0.3,2,6,-11,2.1,-9,0,0,107
CSc1nc(C)c(C(=O)C[n+]2ccccc2C)cc1C#N,0.1,-3,-3,-11,-0.6,2,-2,1,99
Cc1cccc(NC(=O)c2cc(-c3cc(C)c(C)cc3O)n[nH]2)c1,0.0,5,12,8,2.0,-6,-3,4,94
CCOC(=O)c1sc(NC(=S)NC(=O)C23CC4CC(CC(C4)C2)C3)cc1C,0.2,0,-7,-8,-1.8,-8,-3,-1,107
SMILES,Efflux pump mplx,MCL1 BIM primary,ZTA counter,EBNA-1 inh,MEX-5 binding,GLD-1 TGE inh,Fam108B inh,Bcl-xL primary,CR mimetic SO
C=C(C)C1CC=C(C)/C(=N/NC(=O)c2ccc(NC(=O)CCC)cc2)C1 (centres undefined),-1.1,6,1,4,2.8,5,-4,-7,88
O=C(Nc1cccc(-c2ccc(N3CCCCC3)nn2)c1)c1ccco1,0.0,-1,-6,-1,-6.1,-4,6,1,68
CC(=O)Nc1ccc(C(=O)NCC(c2ccco2)N(C)C)cc1 (centres undefined),-0.1,5,10,12,-1.5,5,-1,5,96
CC(=O)Nc1cc(C(=O)N2CCCC2)ccc1S(=O)(=O)c1ccc(C)cc1,0.1,4,8,-8,-1.7,-3,-1,4,84
CCOC(=O)C1CCCN(Cc2ccc(OCc3ccccc3)c(OC)c2)C1 (centres undefined),0.3,2,7,-19,-0.3,-6,3,2,101
C=C(C)Cn1c(N2CCCC2)nc2c1c(=O)[nH]c(=O)n2C,0.5,1,3,-1,0.0,2,-2,0,97
O=C(COC(=O)c1ccccc1O)NCCCc1ccccc1,-0.2,2,-14,5,-0.1,6,-1,-3,109
CC(C)CCC(CCNCc1ccccn1)c1ccc2c(c1)OCO2 (centres undefined),-0.1,-2,-1,9,-3.8,-2,6,4,121
CC(C)CN1C2CCCC1CC(NC(=S)NCc1ccco1)C2 (centres undefined),-0.1,13,-8,6,1.1,0,1,4,99
CCCc1nnc(NC(=O)CCC(=O)NCc2ccccc2OC)s1,0.0,-9,-7,12,0.8,-5,2,-1,123
CC1CCCCC1NC(=O)c1ccc(S(=O)(=O)NCc2ccco2)cc1 (centres undefined),-0.1,5,0,-7,2.1,8,0,-1,88
C=CCn1c(P(C)(=O)O)nc2ccccc21,0.1&0.8,2&-8,-8&-7,2&6,-0.8&1.0,-9&2,8&-1,3&-8,92&90
Cc1c(Cl)cccc1NC(=O)c1cc(S(=O)(=O)N2CCOCC2)cn1C,0.1,-7,-6,9,-0.6,-7,-4,-2,103
O=S(=O)(Nc1nc2ccccc2nc1Nc1ccc2c(c1)OCO2)c1ccccc1,0.0,10,16,12,nt,3,2,5,116
CCc1ccc(CN(C)Cc2nc(-c3cccc(Cl)c3)no2)nc1,0.1,11,-26,-1,0.3,2,2,6,107
CN(CC(=O)Nc1ccc(F)cc1)c1ccc(S(=O)(=O)N2CCCCC2)cc1[N+](=O)[O-],-0.1,10,5,-8,1.2,3,-6,5,107
O=C(CSc1n[nH]c(-c2cccnc2)n1)Nc1ccccc1[N+](=O)[O-],0.0,0,4,-2,-1.1,-1,-4,4,112
CC(NC(=O)Cc1ccc([N+](=O)[O-])cc1)c1ccc2c(c1)OCO2 (centres undefined),0.0,-6,6,6,-1.3,4,-1,-2,107
O=C(NCCN1CCN(C(=O)c2ccccc2Cl)CC1)C(=O)NCc1ccccc1,0.0,4,20,13,0.7,-5,-3,6,94
COc1ccccc1NC(=O)CSc1ccc(-c2ccc(-n3cccn3)cc2)nn1,0.1,3,-5,6,1.2,3,-11,8,102
Cc1c(NC(=O)CCC2CCCCC2)cc(C(=O)N2CCOCC2)cc1[N+](=O)[O-],-0.1,2,6,-1,-0.6,-8,5,8,93
COC(=O)CCc1c(COC(C)=O)[nH]c(C(=O)OCc2ccccc2)c1C,0.0,-4,3,11,-0.3,-1,-1,2,117
O=C1C(=O)N(CC2CCCO2)C(c2ccco2)/C1=C(/O)c1ccc(F)cc1 (centres undefined),0.0,9,10,9,-1.5,2,-6,2,89

# No enrichment for hits; any-hit rate near 2.3%.
